aSyn yeast inh = alpha-synuclein toxicity inhibition in yeast; Yeast expressing alpha-synuclein, growth rescue, BacTiter-Glo, 24 h; Potency, µM (titrated, usually from 46.1 µM), for the others: top-dose growth rescue (activation), hits mostly activators; 370,000 compounds, 0.14% hits; AID 652106; further: potency means the concentration at half of the fitted maximal effect; % of control where 0% means no effect; nearly all actives have a fitted effect of over 65% in size
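Screening used galactose-induced yeast with toxic alpha-synuclein levels, exposed to compound for 24 hr at 30 deg C. Cell growth, read with BacTiter-Glo luminescence, gave the measured signal.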
D3 antag = antagonists of human D3 dopamine receptor | P35462 | D3R cells, DiscoveRx beta-arrestin luminescence, antagonist mode; stronger effect = lower value | max response, negative = inhibition, % | 360,000 compounds, 2.5% hits; in the data active means max response below about -50%; inconclusive means no clear call, values can overlap the other calls; further: on the % scale 0 is the no-effect control and ±100 the full control effect; mostly tested at two doses, the higher about 12 µM
Target sequence (P35462 whole entry, looked up): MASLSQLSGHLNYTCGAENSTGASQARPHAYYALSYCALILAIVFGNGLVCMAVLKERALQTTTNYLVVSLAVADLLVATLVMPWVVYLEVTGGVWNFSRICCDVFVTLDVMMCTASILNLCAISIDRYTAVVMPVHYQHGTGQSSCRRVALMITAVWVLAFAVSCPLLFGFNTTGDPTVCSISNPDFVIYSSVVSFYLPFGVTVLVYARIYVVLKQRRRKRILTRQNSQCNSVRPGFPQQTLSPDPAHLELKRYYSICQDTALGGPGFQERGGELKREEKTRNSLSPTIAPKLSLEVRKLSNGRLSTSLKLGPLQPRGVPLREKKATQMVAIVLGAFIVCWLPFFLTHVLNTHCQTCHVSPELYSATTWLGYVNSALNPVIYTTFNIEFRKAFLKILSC
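Cells expressing the human receptor were seeded at 1500 cells/well, incubated overnight at 37 degrees C in 5% CO2, then exposed to library compounds with dopamine controls for 90 minutes at 37 degrees C before luminescent detection.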
GLP-1R inv ag = acts as inverse agonist at human GLP-1 receptor; P43220; HEK293 GLP-1R CRE-luciferase, luminescence, 24 h; GLP-1R form is constitutively active; Potency, µM (top dose mostly 38.3 µM), for inactives: at the highest dose activity change, negative = inhibition, actives largely listed as inhibitors; 410,000 compounds, 1.6% hits; AID 624417; further: potency means the concentration at half of the fitted maximal effect; on the % scale 0 is the no-effect control and ±100 the full control effect; nearly all actives have a fitted effect of over 55% in size
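Inverse agonists were sought by their lowering of basal cAMP reporter luciferase output in HEK293 cells stably carrying constitutively active human GLP-1R, after 24 h compound treatment.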
Akt phos inh = inhibitors of Akt phosphorylation | Neuro2A IGF-stimulated pAkt S473 HTRF, 20 min; stronger effect = lower value | activity change, % for hits at 50 µM | 360,000 compounds, 0.32% hits; in the data active means activity change below about -80%; inconclusive means mostly about -51% to -80%; further: on the % scale 0 is the no-effect control and ±100 the full control effect
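Single-point screen (50 µM final compound) in Neuro2A cells stimulated 20 min with 6 nM IGF at 37 deg C. After lysis, Ser473-phosphorylated Akt read by HTRF (ex 330 nm, em 615/665 nm) as the 665/615 ratio.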
GLP1R ag = agonists of human GLP-1 receptor; P43220; HEK293 GLP-1R CRE-luciferase, luminescence, 4-6 h; cells express a hypersensitive GLP-1R form; Potency, µM (highest dose often 45.6 µM), for inactives: top-dose activation, most hits filed as activators; 380,000 compounds, 0.007% hits; AID 624172; further: potency means the concentration at half of the fitted maximal effect; % of control where 0% means no effect
TDP43 rescue = TDP-43 toxicity inhibition in yeast; TDP-43 expressing yeast growth rescue, BacTiter-Glo, 24 h; Potency, µM (top dose mostly 46.1 µM), without a hit: at the top dose growth rescue (activation), usual class: activators; 410,000 compounds, 1.8% hits; further: potency means the concentration at half of the fitted maximal effect; % of control where 0% means no effect; nearly all actives have a fitted effect of over 50% in size
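Growth rescue of TDP-43-toxic yeast measured as ATP luminescence (BacTiter-Glo). Cells grown to mid-log in raffinose, induced in galactose at OD600=0.02, exposed to compound 24 hr at 30 deg C.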
Abeta yeast res = restores growth of yeast expressing A-beta42 peptide | yeast expressing A-beta42, growth rescue, OD600, 48 h; response scale: 0% DMSO, 100% iron-clioquinol control | Potency, µM (doses to about 46.1 µM), without a hit: at the highest dose growth rescue, actives largely listed as activators | 410,000 compounds, 0.063% hits | AID 1347071; further: potency means the concentration at half of the fitted maximal effect; nearly all actives have a fitted effect of over 55% in size
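Yeast A-beta toxicity model in growth medium with pinned compounds, 48 h at 30 C; growth read as absorbance at 600 nm. Normalized to FeCl3/clioquinol equimolar mix (positive) and DMSO (negative).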
FUS yeast rescue = FUS proteinopathy suppression in yeast. S. cerevisiae FUS-expressing, growth rescue, OD600, 24 h. Potency, µM (series often up to 76.6 µM), for the others: at the top dose growth rescue (activation), usual class: activators. 390,000 compounds, 0.24% hits. AID 1347120;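 further: potency means the concentration at half of the fitted maximal effect; plate controls were DMSO vehicle for no effect and reference control for full effect; nearly all actives have a fitted effect of over 55% in size; some results filed as inactive show a strong effect at the top dose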
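Cultures pregrown in 2.5% raffinose medium are shifted to minimal medium containing 2% galactose to express toxic FUS. Compounds are tested at several concentrations. After 24hr at 30C, growth is quantified at 600 nm absorbance.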
PTHR1 ag = activates the human parathyroid hormone receptor PTHR1; AID 743266; Potency, µM (series often up to 115 µM), for the others: at the top dose activation, actives largely listed as activators; 410,000 compounds, 0.075% hits; HEK293 GP2 PTHR1 cells, GloSensor cAMP luminescence, 1 h; Q03431; further: potency means the concentration at half of the fitted maximal effect; nearly all actives have a fitted effect of over 55% in size; some results filed as inactive show a strong effect at the top dose; inactives centre near -15; many of its hits are not listed in these tables
Target sequence (Q03431 whole entry, looked up): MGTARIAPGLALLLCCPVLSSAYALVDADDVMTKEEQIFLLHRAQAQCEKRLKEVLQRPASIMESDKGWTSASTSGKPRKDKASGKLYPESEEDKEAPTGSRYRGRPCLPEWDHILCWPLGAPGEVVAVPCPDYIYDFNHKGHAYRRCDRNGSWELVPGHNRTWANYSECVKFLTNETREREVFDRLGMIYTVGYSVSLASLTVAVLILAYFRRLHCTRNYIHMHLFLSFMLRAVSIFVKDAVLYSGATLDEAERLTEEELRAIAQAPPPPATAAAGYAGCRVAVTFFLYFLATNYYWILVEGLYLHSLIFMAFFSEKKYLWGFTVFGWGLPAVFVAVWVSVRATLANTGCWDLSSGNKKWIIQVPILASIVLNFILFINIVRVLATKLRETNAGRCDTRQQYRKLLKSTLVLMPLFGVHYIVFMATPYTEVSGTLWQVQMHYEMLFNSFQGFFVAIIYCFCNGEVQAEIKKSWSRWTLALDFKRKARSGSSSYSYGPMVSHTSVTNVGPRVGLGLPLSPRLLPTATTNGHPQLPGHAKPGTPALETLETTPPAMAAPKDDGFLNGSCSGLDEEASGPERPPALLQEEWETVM
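HEK-293-derived GP2 cells expressing PTHR1 and a GloSensor cAMP reporter, 3,000/well, plated overnight, given luciferin plus IBMX (each 0.5 mM as added) for 1 h at 37 °C, then compound for 1 h at 37 °C. Luminescence was read after 15 min at room temperature.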
Active calls of the source: *; i = inactive; ? = inconclusive; · = no result given; [ ] = dose if it differs, or a comment. Unless noted, the call rests on the fitted dose curve; in most records, active means well fitted curve in the direction sought with a large enough effect; inconclusive means small, poorly fitted or top-dose-only effect, or another doubt; inactive means no such curve, though single readings can be large; an effect the other way counts as inactive or inconclusive.

structure | FUS yeast rescue | Akt phos inh | TDP43 rescue | GLP1R ag | PTHR1 ag | D3 antag | aSyn yeast inh | GLP-1R inv ag | Abeta yeast res
Cc1nc2cc(-c3ccccc3)nn2c(C)c1CCC(=O)NC(C)c1ccc2c(c1)OCCO2 (stereo unspecified) | ? | i | ? | -2% | -16% | -5 | 10% | ? | -23%
COc1ccc(CCN(Cc2cccs2)S(=O)(=O)c2ccc(C(=O)O)cc2)cc1OC | 8% | i | -28% | -1% | -37%[inhibitor] | -2 | 2% | 2% | -2%
CC(=O)c1ccccc1NC(=O)COc1ccc(N(C)S(=O)(=O)c2ccc(C)c(C)c2)cc1 | ? | i | 3% | 11% | i | 10 | 5% | -13% | 2%
CN1OC[C@@H]2CN(C(=O)CCc3ccccc3)[C@H](c3cccc(N4CCOCC4)c3)C[C@@H]21 | -19% | i | 16% | -2% | -3% | 0 | 0% | 15% | 4%
O=C(NC1CCCCC1)N(C1=NCCCCC1)c1ccc(Br)cc1 | · | i | -4% | 0% | i | 14 | 2% | 0% | 0%
COc1ccc(-c2noc(CSc3nnc(C)n3-c3cccc(C)c3)n2)cc1 | 41% | · | 13% | · | i | · | · | ? | -2%
COc1ccc(-c2nc(N)ncc2-c2ccccc2)c(O)c1 | -26% | i | 20% | 5% | -7% | -19 | 5% | 38%[activator] | -22%
Cc1c(C)n(CCCN(C)C)c2ncnc(Nc3ccccc3)c12 | -19% | i | 5% | 4% | -14% | 7 | 3% | ? | -14%
COc1c(Cl)cccc1-c1cn2ccccc2n1 | 5% | i | -30%[inhibitor] | 22% | -26% | 3 | -28% | 32%[activator] | -42%[inhibitor]
Cc1ccc(S(=O)(=O)NCC(=O)NCc2ccncc2)cc1 | -17% | i | 8% | 0% | -29%[57.5 µM] | -9 | -2% | 1% | 4%
CCc1cccc(C)c1NC(=O)CSc1nc(-c2ccccc2F)nc2nc[nH]c12 | ? | i | -34%[inhibitor] | 0% | i | -3 | 0% | 1% | -12%
Cc1ccccc1NC(=O)c1ccc(F)c(S(=O)(=O)N2CCc3ccccc3C2)c1 | 3% | · | 21% | · | -42%[inhibitor] | · | · | -3% | 11%
COc1ccc(CCNC(=O)Cn2cccc2C(=O)c2ccccc2)c(OC)c1 | -27% | i | 8% | -6% | -33%[inhibitor] | -7 | 11% | -18% | 3%
CCN(CC)CCCNC(=O)c1ccc(C)c(NC(=O)C2=C(C)OCCS2)c1 | -9% | i | 7% | 3% | i | 7 | 3% | 2% | 6%
NC(=O)C1(c2ccccc2)CCC(=O)N1c1ccccc1 (stereo unspecified) | -1% | i | -4% | 2% | -11% | 1 | 0% | -5% | -8%
CC1CCN(S(=O)(=O)c2ccc(NC(=O)N3c4ccccc4Sc4ccccc43)cc2)CC1 | 12% | i | -18% | -2% | 22%[57.5 µM] | -26 | 25% | 2% | -5%
COc1ccc(/C=N/NC(=O)C2C(C=C(Cl)Cl)C2(C)C)c(OC)c1 (stereo unspecified) | 16% | i | · | 3% | -32%[inhibitor] | -13 | -1% | ? | 7%
COc1ccccc1NS(=O)(=O)c1cccc(C(=O)NNC(=O)C(C)NC(=O)c2ccco2)c1 (stereo unspecified) | 1% | i | 0% | -1% | i | 0 | -1% | 2% | 0%
O=C(c1ccc2c(c1)N(Cc1ccc(F)cc1)C(=O)c1ccccc1S2(=O)=O)N1CCCCCC1 | ? | · | -2% | -4% | -14% | · | · | ? | -14%
CC(C)(C)OC(=O)Nc1ccccc1-n1nnnc1C(C(=O)c1ccccc1)N1CCN(c2ccccn2)CC1 (stereo unspecified) | 21% | i | 4% | · | -18% | -1 | 3% | -1% | 4%
O=C1Nc2ccccc2-n2nnnc2C1N1CCN(c2ccc(C(F)(F)F)cn2)CC1 (stereo unspecified) | 2% | i | 12% | · | -46%[inhibitor] | 7 | -7% | 20% | 6%
CCc1cnc2c(c1SCc1ccccc1C)c(=O)n(C)c(=O)n2C | -2% | · | 13% | · | i | · | · | 5% | 6%
O=C(CCCn1c(=O)[nH]c2ccsc2c1=O)N1CCCCC1 | 27% | i | 23% | -10% | i | 16 | 3% | 9% | 8%
CCOc1ccccc1C(=O)NCC(=O)OCC(=O)c1c(N)n(C)c(=O)n(C)c1=O | -29% | i | 15% | 3% | i | -8 | ? | 4% | 8%
Cc1nn2c(=O)cc(COC(=O)c3ccccc3NC(=O)c3ccccc3C)nc2s1 | -1% | · | 2% | · | -3% | · | · | 54%[activator] | -13%
O=S(=O)(Nc1ccccn1)c1ccc(Br)cc1 | -13% | i | 11% | -4% | -54%[inhibitor] | 23 | -5% | 16% | -2%
O=C1N=C(N2CCN(c3ccccc3)CC2)S/C1=C\c1cn[nH]c1-c1ccccc1 | · | i | -12% | -38%[inhibitor] | -44%[inhibitor] | 19 | -4% | ? | 0%
CC(C)CC(=O)NNC(=S)Nc1ccc(S(N)(=O)=O)cc1 | -2% | i | 14% | 0% | i | -13 | 4% | 3% | -3%
CCOc1cc(/C=C2\C(=N)N3N=C(S(C)(=O)=O)SC3=NC2=O)ccc1OCCOc1cccc(OC)c1 | 22% | i | -9% | 2% | -25% | 5 | -2% | -21% | 4%
O=C1c2ccccc2C(=O)N1CCCCN(C(=O)c1cccc([N+](=O)[O-])c1)c1ccc(Cl)cc1 | 22% | i | 23% | 2% | i | 9 | 1% | ? | 4%
CCN1CCN(S(=O)(=O)c2ccc(S(=O)(=O)NC3CC3)cc2)CC1 | 3% | i | -7% | -2% | i | -1 | 0% | 8% | -3%
O=Cc1cc([N+](=O)[O-])ccc1N1CCOCC1 | · | i | 3% | -1% | i | 13 | 3% | 6% | 7%
O=C(CCS(=O)(=O)c1ccc(Br)cc1)N1CCN(Cc2ccccc2)CC1 | -2% | -109%* | -22% | 8% | -2% | -26 | -5% | ? | -17%
O=C(Nc1ccc(Br)cc1Cl)NC1CC1 | · | i | 27% | -1% | -16% | 2 | -9% | -7% | 1%
CC(=O)Nc1ccc(S(=O)(=O)NCc2cc(=O)n(C)c(=O)n2C)cc1 | -18% | · | 19% | -5% | i | 12 | -2% | 10% | -3%
Cc1c(C(=O)OCC(=O)NCc2ccco2)oc2ccccc12 | 6% | i | 15% | -2% | -36%[inhibitor] | 0 | 5% | 6% | 6%
O=C(O)[C@H]1CCCC[C@H]1C(=O)Nc1ccc(Nc2ccccc2)cc1 | 24% | i | 19% | 6% | i | ? | 1% | 31%[activator] | -6%
O=C(Nc1ncc(Cc2ccccc2Cl)s1)c1ccc([N+](=O)[O-])cc1 | -5% | i | 5% | -4% | -32%[inhibitor] | -10 | 0% | 22% | 32%
CCc1ccc(CNC(=O)CCc2c(C)nn(-c3ccc(N4CCCCC4)nn3)c2C)cc1 | 44% | · | 0% | · | -70%[inhibitor] | · | · | 2% | -25%
Cc1ccc(Cl)cc1NC(=O)Cn1cc2c(n1)CCCCC2 | -3% | · | 28%[9.22 µM] | · | i | · | · | ? | 18%
COc1ccc(/C=N/NC(=O)C(=O)N2CCN(c3ccccc3OC)CC2)cc1 | 7% | i | -6% | 21% | i | 7 | 1% | 47%[activator] | 4%
CCCCCN1CC(O)=C(c2nc3ccccc3[nH]2)C1=N | 19% | i | -11% | 5% | -33%[inhibitor] | -5 | -6% | 3%[7.66 µM] | -4%
Cc1ccc(/C=N/N=C2/NC(=O)C(CC(=O)Nc3ccccc3)S2)o1 (stereo unspecified) | 3% | i | 8% | -4% | ? | -8 | -4% | 0% | -8%
CCOC(=O)c1ccc(-c2c(C(=O)OCC)oc3cc(O)c(CC)cc3c2=O)o1 | 9% | ? | 6% | 9% | -40%[inhibitor] | -22 | 1% | 7% | 1%
COC(=O)C1CCN(Cc2ccc(OCCCN3CCN(c4ccc([N+](=O)[O-])cc4)CC3)cc2)CC1 | 14% | i | -19% | 6% | -55%[inhibitor] | -52* | -1% | ? | -8%
CCN1C(=O)/C(=C\N(C(C)=O)c2ccccc2)OC1=S | 21% | i | ? | -3% | -12%[57.5 µM] | -16 | 6% | -3% | 12%
O=C(CSc1nc2c(c(=O)[nH]1)CCC2)Nc1cccc(Cl)c1 | 33% | i | 7% | -5% | i | 32 | -9% | -4% | -10%
O=C(O)CN(c1cccc(C(F)(F)F)c1)S(=O)(=O)c1ccccc1 | -4% | i | -10% | -3% | i | -2 | -4% | 8% | -11%
Cc1nnc2c3ccccc3c(-c3ccccc3)nn12 | -5% | i | 21% | 17% | -2%[57.5 µM] | -1 | 1% | 0% | 7%
O=C(CCCNS(=O)(=O)c1cccs1)N1CCc2ccccc2C1 | 12% | i | -5% | 4% | -66%[inhibitor] | -8 | 2% | 2% | -12%
CCOCCCNC(=O)c1ccc(OC)cc1 | 9% | i | 3% | -9% | -16%[57.5 µM] | -7 | 2% | 0% | -9%
COc1ccc(NC(=O)CCC(=O)c2cccs2)cc1S(=O)(=O)Nc1ccc(Cl)cc1 | · | i | 27% | 1% | -19% | 0 | 2% | ? | 2%
CCOC(=O)/C=C/[C@H]1CCc2cccc(Cl)c2O1 | -21% | i | 28% | 5% | -15% | 24 | 10% | -27% | 8%
O=S(=O)(NNc1ccc(F)cc1F)c1cccc(Cl)c1 | -8% | i | ? | 3% | i | 10 | 8% | ? | 5%
C=CCNC(=O)C1CC(=O)N(c2ccc(OCC(=O)Nc3ccc(OC)cc3)cc2)C1 (stereo unspecified) | 5% | · | 20% | -10% | i | 0 | · | ? | 2%
COc1cccc(-c2noc(Cn3nc(C)c([N+](=O)[O-])c3C)n2)c1 | -5% | i | 9% | -2% | -37%[inhibitor][57.5 µM] | 6 | 17% | ? | 9%
O=C(c1ccc(NC(=S)NCc2ccco2)cc1)N1CCCCC1 | 10% | i | 6%[9.22 µM] | 3% | i | -1 | 0% | -9%[7.66 µM] | -5%
C=CCc1cc(/C=N\NC(=O)CSc2nnc(CCCc3ccc(OC)c(C)c3)o2)cc(OC)c1O | 0% | i | 15% | 3% | -8% | 1 | -1% | ? | 8%

Only part of the results is shown, so the mix of outcomes need not match the whole.
